KB-3-1 cytotox: KB-3-1 parental cell cytotoxicity; KB-3-1 viability, CellTiter-Glo ATP luminescence, 72 h; Potency, µM (highest dose often 46.1 µM), for inactives: at the top dose activity change, negative = cytotoxic, actives largely listed as cytotoxic; 1.4% of 400,000 active; AID 1347075; also: % is scaled to controls: 0 for no effect and ±100 for the full control effect; nearly all actives have a fitted effect of over 60% in size
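Parental KB-3-1 viability, qHTS format: 72 h compound exposure, 37 °C; CellTiter-Glo; media-only wells and DMSO plates as controls; concentration-effect fits on corrected data.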
SW480 rereplic: inducers of DNA re-replication in SW480 colon cancer cells; SW480 DNA re-replication, Hoechst DNA content imaging, 48 h; Potency, µM (top dose mostly 46.1 µM), for the others: at the top dose re-replication activation, hits mostly activators; 1.8% of 340,000 active; AID 624297; also: % of control where 0% means no effect; nearly all actives have a fitted effect of over 55% in size
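Image-based read-out: total Hoechst fluorescence of nuclei (405 nm excitation, 500-530 nm emission), with hits raising the fraction of high-intensity nuclei. SW480 colon cells incubated 48 hr with compounds at 37 C.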
GLP1R cytotox: cytotoxicity in counter-screen for GLP-1R inverse agonists. 0.13% of 410,000 active. HEK293 cAMP-luciferase reporter cells, luminescence, 24 h. AID 624418. Potency, µM (doses to about 38.3 µM), without a hit: at the top dose activity change, negative = inhibition, hits mostly inhibitors;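 also: loss of luciferase light is scored as toxicity; % is scaled to controls: 0 for no effect and ±100 for the full control effect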
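1536-well qHTS counterscreen of the MLSMR; 200 cells/uL, 12 h pre-incubation, 23 nL cpd, 24 h at 37 deg C 5% CO2, luciferase detection reagent, 12 min RT, luminescence. Inhibition = undesired.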
KB-V1 cytotox: kills drug-selected multidrug resistant KB-V1 cells; KB-V1 MDR cells viability, CellTiter-Glo, 72 h; AID 1347076; 3.4% of 400,000 active; Potency, µM (series often up to 46.1 µM), for the others: at the top dose activity change, negative = cytotoxicity, usual class: cytotoxic; also: % is scaled to controls: 0 for no effect and ±100 for the full control effect; nearly all actives have a fitted effect of over 60% in size
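Cytotoxicity via CellTiter-Glo luminescence after 72 h compound exposure at 37 degrees C. Cells: drug-selected KB-V1 line, DMEM phenol-red free plus 10% FBS. Compounds tested at multiple concentrations; normalized data fitted to concentration-effect curves.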
GLP-1R inv ag: inverse agonists of human GLP-1 receptor. HEK293 GLP-1R CRE-luciferase, luminescence, 24 h; GLP-1R form is constitutively active. Potency, µM (titrated, usually from 38.3 µM), for the others: at the highest dose activity change, negative = inhibition, usual class: inhibitors. AID 624417. P43220. 1.6% of 410,000 active; also: % is scaled to controls: 0 for no effect and ±100 for the full control effect; nearly all actives have a fitted effect of over 55% in size
Target sequence (P43220 whole entry, looked up): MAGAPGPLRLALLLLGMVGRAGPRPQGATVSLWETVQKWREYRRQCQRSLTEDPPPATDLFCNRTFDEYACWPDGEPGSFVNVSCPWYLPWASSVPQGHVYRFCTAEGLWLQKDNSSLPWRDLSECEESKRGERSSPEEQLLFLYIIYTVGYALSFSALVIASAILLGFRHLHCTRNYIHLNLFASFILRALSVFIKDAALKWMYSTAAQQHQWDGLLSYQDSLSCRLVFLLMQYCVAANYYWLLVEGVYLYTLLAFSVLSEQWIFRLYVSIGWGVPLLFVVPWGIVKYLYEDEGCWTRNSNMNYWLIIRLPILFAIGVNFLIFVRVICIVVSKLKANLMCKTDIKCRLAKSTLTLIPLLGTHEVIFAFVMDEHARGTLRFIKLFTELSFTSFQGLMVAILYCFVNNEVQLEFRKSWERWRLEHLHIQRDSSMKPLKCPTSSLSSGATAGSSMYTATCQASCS
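Inverse agonists were sought by their lowering of basal cAMP reporter luciferase output in HEK293 cells stably carrying constitutively active human GLP-1R, after 24 h compound treatment.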
HT1080NT lethal: kills 2HG-producing HT-1080-NT fibrosarcoma cells; 1.6% of 360,000 active; HT-1080-NT fibrosarcoma viability, CellTiter-Glo ATP luminescence, 48 h; Potency, µM (titrated, usually from 46.1 µM), without a hit: top-dose activity, negative = less viability, hits mostly cytotoxic;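 also: NT is the 2HG producing partner of a matched IDH1 knockdown line; 0% = DMSO-treated cells and -100% = media-only wells without cells; nearly all actives have a fitted effect of over 55% in size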
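Toxicity toward the 2HG-producing NT line was scored as %Activity, normalised to DMSO and no-cell wells, from CellTiter-Glo luminescence after 48 hours' treatment.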
HT1080 IDH1KD tx: kills HT-1080 cells with IDH1 knockdown. AID 686971. Potency, µM (titrated, usually from 46.1 µM), for the others: at the highest dose activity, negative = toxicity, actives largely listed as cytotoxic. HT-1080 IDH1 knockdown viability, ATP luminescence, 48 h. 2% of 360,000 active;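 also: 0% = DMSO wells and -100% = cell-free medium wells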
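In this qHTS, HT-1080 cells depleted of IDH1 are exposed for 48 h at 37 °C to compound titrations. Toxicity is scored from CellTiter-Glo luminescence, with DMSO as full viability and medium alone as none.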
GLP1R ag: agonists of human GLP-1 receptor. Potency, µM (series often up to 45.6 µM), without a hit: at the highest dose activation, usual class: activators. HEK293 GLP-1R CRE-luciferase, luminescence, 4-6 h; cells express a hypersensitive GLP-1R form. 0.007% of 380,000 active. P43220; also: % of control where 0% means no effect
TDP43 rescue: rescues yeast growth from TDP-43 toxicity; TDP-43 expressing yeast growth rescue, BacTiter-Glo, 24 h; Potency, µM (top dose mostly 46.1 µM), inactives show top-dose growth rescue (activation), most hits filed as activators; 1.8% of 410,000 active; AID 652104; also: % of control where 0% means no effect; nearly all actives have a fitted effect of over 50% in size
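Galactose-induced TDP-43 yeast, OD600=0.02, compound pinned; 24 hr, 30 deg C; BacTiter-Glo luminescence for growth. Inhibitors of TDP-43 toxicity read as activators.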
* = called active by the depositor; ? = inconclusive; . = not tested or not shown; [ ] = another dose, or the depositor's remark. Calls follow the shape of the dose curve; as a rule, active = well fitted curve in the direction sought with a large enough effect; inconclusive = small, poorly fitted or top-dose-only effect, or another doubt; inactive = no such curve, though single readings can be large; an effect the other way counts as inactive or inconclusive. Potency is read from the fitted curve at half-maximal effect.

SMILES	KB-3-1 cytotox	SW480 rereplic	GLP1R cytotox	KB-V1 cytotox	GLP-1R inv ag	HT1080NT lethal	HT1080 IDH1KD tx	GLP1R ag	TDP43 rescue
Cc1ccc(NC(=O)CSc2nnc(-c3ccncc3)o2)cc1	12%	-4%	1%	-8%	4%	0%	?	43%	13%
CCOC(=O)Cc1c(C)nc2c(-c3cccc(Br)c3)c[nH]n2c1=O	-2%	18µM*	?	0%	?	?	?	-16%	-11%
O=C(CN1CCCC1)Nc1ccc(S(=O)(=O)N2CCCCC2)cc1	14%	-6%	-3%	-8%	-12%	8%	4%	3%	-8%
Cc1nc2ccc(S(=O)(=O)NC(CC(C)C)C(=O)N3CCN(c4ccc(F)cc4)CC3)cc2s1 (configuration not stated)	-4%	.	1%	-7%	-22%	.	.	.	5%
Cc1sc2ncn(CC(=O)OC(C)C(=O)NC(C)(C)C)c(=O)c2c1C (configuration not stated)	-2%	-5%	-11%	17%	10%	8%	5%	11%	0%
CCOC(=O)N1CCN(C(=O)CN(c2cccc(C)c2)S(=O)(=O)c2ccccc2)CC1	-5%	-4%	11%	2.9µM*	3%	11%	9%	-3%	7%
O=C(c1c[nH]c(C(=O)N2CCN(c3ccccc3F)CC2)c1)c1cccc(Cl)c1Cl	?	?	?	21µM*	?	9.2µM*	?	5%	25µM*
COC(=O)CSc1nc(NC#N)nc(NC(C)(C)C)n1	5%	-19%	3%	?	7%	3%	16%	0%	4%
Cc1ccc(C)c(N(CC(=O)NC(C)(C)C)C(=O)CNC(=O)c2cccs2)c1	1%	14%	1%	0%	13%	11%	1%	14%	-12%
CC1=C(C(=O)OC(C)C)C(c2cccs2)N2C(=O)C(C)SC2=N1 (configuration not stated)	-5%	?	6%	-8%	?	-10%	-12%	-1%	-13%
O=C1OC(C(=O)NCc2ccccc2)Cc2ccccc21 (configuration not stated)	-4%	1%	0%	6%	4%	10%	12%	1%	6%
O=C(Nc1cccc(Cl)c1)c1ccc2c(c1)CCN2S(=O)(=O)c1ccccc1	-17%	.	-7%	-22%	2.5µM*	.	.	.	13%
CN(C)S(=O)(=O)N1CCC(Oc2ccc(C(=O)NC3Cc4ccccc4C3)cc2)CC1	?	19%	10%	?	16%	-3%	0%	2%	19%
CCCC1c2ccc(C)n2CCN1C(=O)Nc1ccc(F)cc1 (configuration not stated)	-8%	-1%	5%	15%	0%	3%	7%	13%	8%
CCN(CC)S(=O)(=O)c1ccc(OCC(=O)NC(=O)Cc2ccccc2)c([N+](=O)[O-])c1	7%	-1%	0%	13%	15%	7%	0%	8%	-5%
CN(CC(=O)Nc1ccc(F)c(F)c1F)C(=O)Cc1ccc2c(c1)OCCO2	-1%	-1%	6%	-20%	0%	2%	1%	-1%	12%
Nc1c(C(=O)NCCc2ccccc2)nnn1Cc1ccccc1	4%	-16%	4%	-3%	0%	-3%	-3%	0%	-19%
CCC(CC)C(=O)c1c[nH]c(C(=O)OC)c1	-11%	-4%	6%	-20%	16%	11%	4%	0%	17%
Cc1noc(C)c1C(=O)Nc1nc(-c2cccs2)cs1	-9%	-13%	8%	0%	-26%	2%	0%	8%	?
COc1cc(NC(=O)CCc2c(C)nc3nc(C)nn3c2C)cc(OC)c1	0%	-2%	3%	3%	-8%	0%	3%	13%	10%
COc1ccccc1-c1cnc(C(O)c2ccc(Cl)c(F)c2)[nH]1 (configuration not stated)	0%	.	0%	-18%	?	7%	1%	7%	24%
Cc1cc2nc(-c3ccc[nH]c3=O)n(Cc3cccc(F)c3)c2cc1C	-10%	-2%	-15%	-22%	-7%	5%	-3%	-2%	-9%
CCOC(=O)N1CCC(N(CCN(C)C)C(=S)Nc2cc(Cl)cc(Cl)c2)CC1	3%	3%	3%	9%	3%	0%	-2%	-1%	-5%
CC1CCN(CCCn2c(=S)[nH]c3c(sc4ccccc43)c2=O)CC1	9%	-2%	-3%[7.66 µM]	?	0%[7.66 µM]	-8%	-1%	-3%	-5%
O=C1c2ccc(Cl)cc2S(=O)(=O)c2cccc(C(=O)N3CCN(c4ccc(Cl)cn4)CC3)c21	0%	?	27%	0%	-15%	?	?	-24%	4%

Continued:
SMILES	KB-3-1 cytotox	SW480 rereplic	GLP1R cytotox	KB-V1 cytotox	GLP-1R inv ag	HT1080NT lethal	HT1080 IDH1KD tx	GLP1R ag	TDP43 rescue
O=C(NCC1CCCO1)c1sc2ccccc2c1Cl (configuration not stated)	-1%	-6%	-6%[1.53 µM]	?	-28%	11%	9%	12%	7%
Cc1ccc(Nc2nc(N)nc(CN3CCCCCC3)n2)c(C)c1	-6%	5%	17%	?	8%	-4%	0%	9%	-2%
COc1ccc(OC)c(NC(=O)CCNS(=O)(=O)c2cccc3nonc23)c1	0%	-16%	?	21%	8%	9%	11%	0%	17%
CC(=O)c1c(C)[nH]c(C(=O)COC(=O)CN2C(=O)C3CCCCC3C2=O)c1C (configuration not stated)	.	-5%	18%	.	17%	0%	0%	8%	-4%
O=C(OCC(=O)c1ccccc1Br)c1ccncc1	8%	-5%	-1%	?	14%	22%	13%	-8%	0%
Cn1ccc(C(=O)OCC(=O)Nc2cccc3ccccc23)n1	19%	-3%	0%	-3%	4%	-4%	-1%	1%	20%
Oc1ccc(N=Cc2c(O)ccc3ccccc23)cc1	5%	27%	-11%	26%	6%	-1%	-16%	13%	-36%[inhibitor]
COc1cc2c(cc1OC)CN(Cc1ccc(C)s1)CC2	-2%	-2%	29%	-24%	10%	-3%	-2%	21%	-6%
COc1cc(C(=O)NCc2cn3cccc(C)c3n2)cc(OC)c1OC	5%	-14%	-24%	7%	29%	8%	-4%	8%	3%
CN(C)S(=O)(=O)N(CC(=O)Nc1ccc(Br)cc1F)c1ccccc1	12%	.	4%	-47%	?	.	.	12%	?
O=C(N/N=C/c1ccc([N+](=O)[O-])o1)c1cn(-c2ccccc2)nc1-c1ccccc1	-31%	10%	-5%	?	6%	-13%	-4%	35%	-11%
O=C(OCC(=O)N1CCc2ccccc21)c1ccccc1	8%	1%	2%	-10%	8%	19%	17%	8%	-8%
CC(=O)Nc1cc2c(cc1C(C)=O)OCCO2	9%	0%	-3%	13%	4%	9%	-1%	18%	20%
O=C(CCl)NNc1cccc(Cl)n1	0%	-3%	-16%	0%	-5%	0%	0%	-21%	3%
OCC[C@H]1C[C@@H](O)[C@H](O)[C@@]2(Cc3ccccc3CO2)O1	7%	-12%	-25%	7%	-2%	-1%	0%	-5%	20%
Cc1ccccc1NC(=S)N(C)Cc1cn(C)c2ccccc12	10%	0%	0%	18µM*	?	-1%	5%	-10%	6%
CC1CCN(C(=O)C2CCCN(S(=O)(=O)c3ccc4c(c3)CC(C)N4C(=O)C3CC3)C2)CC1 (configuration not stated)	0%	4%	-6%	?	38%[activator]	3%	-11%	17%	-1%
N=C1C(c2nc3ccccc3c(=O)[nH]2)=C(O)CN1CCO	-3%	-8%	1%	?	5%	21%	11%	-10%	0%

Part of the list above, reformatted:
compound | KB-3-1 cytotox | SW480 rereplic | GLP1R cytotox | KB-V1 cytotox | GLP-1R inv ag | HT1080NT lethal | HT1080 IDH1KD tx | GLP1R ag | TDP43 rescue
Oc1ccc(N=Cc2c(O)ccc3ccccc23)cc1 | 5% | 27% | -11% | 26% | 6% | -1% | -16% | 13% | -36%[inhibitor]
CC1CCN(CCCn2c(=S)[nH]c3c(sc4ccccc43)c2=O)CC1 | 9% | -2% | -3%[7.66 µM] | ? | 0%[7.66 µM] | -8% | -1% | -3% | -5%
N=C1C(c2nc3ccccc3c(=O)[nH]2)=C(O)CN1CCO | -3% | -8% | 1% | ? | 5% | 21% | 11% | -10% | 0%
Cc1sc2ncn(CC(=O)OC(C)C(=O)NC(C)(C)C)c(=O)c2c1C (configuration not stated) | -2% | -5% | -11% | 17% | 10% | 8% | 5% | 11% | 0%
CCC(CC)C(=O)c1c[nH]c(C(=O)OC)c1 | -11% | -4% | 6% | -20% | 16% | 11% | 4% | 0% | 17%
CCOC(=O)Cc1c(C)nc2c(-c3cccc(Br)c3)c[nH]n2c1=O | -2% | 18µM* | ? | 0% | ? | ? | ? | -16% | -11%
Cc1ccc(Nc2nc(N)nc(CN3CCCCCC3)n2)c(C)c1 | -6% | 5% | 17% | ? | 8% | -4% | 0% | 9% | -2%

Screening data: PubChem, National Center for Advancing Translational Sciences (NCATS)
